Arr AP2 block = blocks beta-arrestin peptide binding to AP2 adaptin; AID 504490; FITC-arrestin peptide / GST-AP2 beads, flow cytometry; AP2 beta2 appendage carries R879A mutation; inhibition, % at 10 µM; 340,000 tested, 0.31% active;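 active = inhibition above a set limit, near 3 SD of compounds lacking own fluorescence, cut at about 54% in these data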;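 also: plate controls were DMSO wells for no effect and 5 µM unlabelled arrestin peptide for full effect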
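test system = AP2 appendage R879A on GSH beads | buffer or medium = PBS plus Tween 20 (0.05%) and BSA (0.1%) | incubation = 12 min plus 1 h, RT | detection = bead flow cytometry, FITC channel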
MOR-DOR inv ag = mu-delta opioid heterodimer inverse agonism. cell-based MOR-DOR heterodimer luminescence. inhibition, % at 9.3 µM. 340,000 tested, 0.21% active. AID 504357; in the data active = inhibition above about 22%, passing the limit was not always enough;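 also: 0% = cells with DMSO and 100% = wells without cells with DMSO; values of inactives mirror those of a sister screen read the other way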
HTR5A inv ag = counter-screen for OPRM1-OPRD1 inverse agonists: human HTR5A inverse agonism | P47898 | HTR5A cell line, luminescence | inhibition, % at 9.3 µM | 340,000 tested, 0.083% active | AID 504634; in the data active = inhibition mostly above about 23%, no sharp cut-off; inactive = mostly below about 18%;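 also: 0% = cells with DMSO and 100% = no-cell wells with DMSO; some compounds called inactive have numbers as strong as hits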
Target sequence (P47898 whole entry, looked up): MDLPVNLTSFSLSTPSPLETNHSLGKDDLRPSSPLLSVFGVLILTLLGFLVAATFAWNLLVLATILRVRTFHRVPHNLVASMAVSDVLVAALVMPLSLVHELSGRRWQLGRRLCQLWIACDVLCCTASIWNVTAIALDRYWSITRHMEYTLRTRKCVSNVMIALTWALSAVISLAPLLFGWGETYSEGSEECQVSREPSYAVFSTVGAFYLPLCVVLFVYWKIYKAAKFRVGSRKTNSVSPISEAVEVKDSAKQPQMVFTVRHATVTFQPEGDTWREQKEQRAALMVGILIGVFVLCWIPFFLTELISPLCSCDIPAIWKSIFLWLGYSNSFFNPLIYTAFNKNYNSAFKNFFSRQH
DAGLB inh = blocks human DAGLB lipase activity; Q8NCG7; 340,000 tested, 0.059% active; HEK293T DAGLB membrane lysate, EnzChek fluorogenic substrate; inhibition, % at 5.17 µM; in the data active = inhibition above about 34%;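 also: 0% = enzyme with vehicle and 100% = wells lacking enzyme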
PKA-R1A act = activators of PKA-R1A complex. AID 504707. activation, % at 11.4 µM. 340,000 tested, 0.083% active. PKA-R1A dissociation, Cy5-IP20 fluorescence polarization; scaled: DMSO 0%, 113 µM cGMP 100%;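 active = percent activation above the mean of all tested compounds plus 3 SD, cut at about 19% in these data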;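 also: higher means more PKAc released from R1A so a rise in polarization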
PKA-R2B activ = activates the human PKA-R2B holoenzyme complex; P22694+P31323; PKA-R2B holoenzyme dissociation, Cy5-IP20 fluorescence polarization; R2B truncated from residue 108, S112A mutant; 0% DMSO only, 100% 113 µM cGMP; activation, % at 11.4 µM; 340,000 tested, 0.079% active; AID 504700;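 active = activation above a cutoff set at the mean over all compounds plus 3 SD, cut at about 18% in these data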;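 also: higher means more holoenzyme dissociation and a rise in polarization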
Target sequence (P31323 whole entry, looked up, other chains not shown, the tested form may be a part): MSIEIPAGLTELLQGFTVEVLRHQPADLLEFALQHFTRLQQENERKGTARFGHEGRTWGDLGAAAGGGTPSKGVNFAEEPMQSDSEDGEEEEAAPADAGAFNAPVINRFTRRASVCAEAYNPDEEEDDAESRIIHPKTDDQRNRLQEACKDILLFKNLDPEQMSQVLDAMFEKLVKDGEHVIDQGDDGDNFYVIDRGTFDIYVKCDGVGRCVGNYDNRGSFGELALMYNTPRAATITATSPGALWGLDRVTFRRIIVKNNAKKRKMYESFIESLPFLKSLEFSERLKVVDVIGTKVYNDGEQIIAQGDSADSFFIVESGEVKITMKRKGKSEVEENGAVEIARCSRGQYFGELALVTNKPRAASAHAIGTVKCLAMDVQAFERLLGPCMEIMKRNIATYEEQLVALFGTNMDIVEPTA
V-ATPase pH = regulators of yeast V-ATPase proton transport; S. cerevisiae, pHLuorin cytosolic pH fluorescence; AID 504577; response, % at 10 µM; 350,000 tested, 0.37% active; in the data active = response mostly above about 7.3%, no sharp cut-off; inactive = mostly below about 5.4%; also: actives read high; inactives centre near 0; some compounds called inactive have numbers as strong as hits; reference of the scale not given here
MOR-DOR ag = OPRM1-OPRD1 heterodimerization agonism; P35372+P41143; 340,000 tested, 0.3% active; AID 504326; activation, % at 9.3 µM; cells, luminescence; in the data active = activation above about 18%;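 also: 0% = vehicle-treated cells and 100% = reference agonist; values of inactives mirror those of a sister screen read the other way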
HTR5A ag ctr = HTR5A agonism, opioid heterodimer counter-screen; P47898; HTR5A agonist assay, luminescence, cell-based; activation, % at 9.3 µM; 340,000 tested, 0.61% active; AID 504692; in the data active = activation mostly above about 9.5%, no sharp cut-off; inactive = mostly below about 7.6%;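 also: 0% = cells with vehicle only and 100% = reference agonist; strong numbers were not always called active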
DSG3 Ab inh = human desmoglein-3 autoantibody binding inhibition. binding (percent of control), % at 10 µM. 310,000 tested, 0.48% active. DSG3-coupled beads, scFv-anti-DSG3-GFP binding, flow cytometry; hits give low values. P32926;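 active = binding more than 3 SD below its plate's average and above zero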;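 also: hits lower antibody fragment binding to DSG3; some compounds called inactive have numbers as strong as hits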
* marks the source's active call; other numbers are inactive results.

`CC1(C)C2CCC1(CS(=O)(=O)NCCc1c[nH]c3ccccc13)C(=O)C2` (configuration not stated) gave Arr AP2 block 20, MOR-DOR inv ag -7, HTR5A inv ag -143, DAGLB inh -1, PKA-R1A act -12, PKA-R2B activ -2, V-ATPase pH -5, MOR-DOR ag 1.0, HTR5A ag ctr 41* and DSG3 Ab inh 112.
`Cc1ccc(S(=O)(=O)NCCN=Cc2ccc(N(C)C)cc2)cc1` gave Arr AP2 block -6, MOR-DOR inv ag 17, HTR5A inv ag -18, DAGLB inh 0, PKA-R1A act 5, PKA-R2B activ 1, V-ATPase pH 1, MOR-DOR ag -3.3, HTR5A ag ctr 7 and DSG3 Ab inh 106.
For COC(=O)C1=C(CSCc2ccccc2)NC(=O)NC1c1cc(C)ccc1C (configuration not stated) the results were Arr AP2 block -4, MOR-DOR inv ag -16, HTR5A inv ag -34, DAGLB inh 6, PKA-R1A act -1, PKA-R2B activ -5, V-ATPase pH 2, MOR-DOR ag 2.9, HTR5A ag ctr -1 and DSG3 Ab inh 104.
For COc1cc(C(CCN2CCN(c3ccccc3)CC2)c2c(OC)cc(OC)c3ccc(=O)oc23)cc(OC)c1OC (configuration not stated) the results were Arr AP2 block 5, MOR-DOR inv ag 4, HTR5A inv ag -18, DAGLB inh -1, PKA-R1A act -6, PKA-R2B activ -8, V-ATPase pH -4, MOR-DOR ag -0.9, HTR5A ag ctr 0 and DSG3 Ab inh 110.
`O=C(CN1C(=O)CSc2ncccc21)Nc1ccccc1F` gave Arr AP2 block 23, MOR-DOR inv ag 21, HTR5A inv ag 2, DAGLB inh -2, PKA-R1A act 0, PKA-R2B activ 3, V-ATPase pH 0, MOR-DOR ag -4.1, HTR5A ag ctr -2 and DSG3 Ab inh 103.
Screening Nc1nnc(CSCc2ccc(F)cc2)s1 returned Arr AP2 block -3, MOR-DOR inv ag 6, HTR5A inv ag 16, DAGLB inh 1, PKA-R1A act -12, PKA-R2B activ 3, V-ATPase pH -2, MOR-DOR ag -1.1, HTR5A ag ctr 2 and DSG3 Ab inh 105.
O=C(Nc1ccncc1)c1sc2ccccc2c1Cl was read as Arr AP2 block -27, MOR-DOR inv ag -2, HTR5A inv ag -12, DAGLB inh 0, PKA-R1A act 2, PKA-R2B activ -2, V-ATPase pH 1, MOR-DOR ag 0.5, HTR5A ag ctr 5 and DSG3 Ab inh 119.
`Cc1[nH]c(C)c(S(=O)(=O)Nc2ccccc2)c1C(=O)N1CCCC1` gave Arr AP2 block -3, MOR-DOR inv ag 17, HTR5A inv ag -2, DAGLB inh 1, PKA-R1A act -3, PKA-R2B activ -4, V-ATPase pH 0, MOR-DOR ag -3.2, HTR5A ag ctr 1 and DSG3 Ab inh 106.
`CCCCN1CNC(=S)N(c2cc(C)ccc2C)C1` gave Arr AP2 block 1, MOR-DOR inv ag 2, HTR5A inv ag -1, DAGLB inh 0, PKA-R1A act 4, PKA-R2B activ 2, V-ATPase pH 2, MOR-DOR ag -0.3, HTR5A ag ctr 0 and DSG3 Ab inh 100.
CCOc1ccc2nc(N(CCN(C)C)C(=O)/C=C/c3cccs3)sc2c1 was read as Arr AP2 block -7, MOR-DOR inv ag -7, HTR5A inv ag 1, DAGLB inh 0, PKA-R1A act -2, PKA-R2B activ -4, V-ATPase pH 2, MOR-DOR ag 1.4, HTR5A ag ctr 3 and DSG3 Ab inh 89.
Screening O=C(NCCN1CCOCC1)c1ccc2c(c1)N(Cc1ccc(Cl)cc1)C(=O)CS2 returned Arr AP2 block 0, MOR-DOR inv ag -5, HTR5A inv ag 3, DAGLB inh -1, PKA-R1A act -2, PKA-R2B activ 2, V-ATPase pH 5, MOR-DOR ag 0.7, HTR5A ag ctr -1 and DSG3 Ab inh 98.
CC(=O)c1sc(N/N=C\c2ccccc2O)nc1C was read as Arr AP2 block 6, MOR-DOR inv ag 11, HTR5A inv ag 1, DAGLB inh 3, PKA-R1A act -7, PKA-R2B activ 5, V-ATPase pH 0, MOR-DOR ag -1.9, HTR5A ag ctr 0 and DSG3 Ab inh 101.
Screening S=c1[nH]ncn1/N=C/c1ccco1 returned DAGLB inh -1, PKA-R1A act -5, PKA-R2B activ 0, V-ATPase pH -3 and DSG3 Ab inh 104.
For CCOCc1c(C(=O)Nc2cc(OCC)c(N3CCOCC3)cc2OCC)oc2ccccc12 the results were Arr AP2 block 3, MOR-DOR inv ag 15, HTR5A inv ag 5, DAGLB inh -4, PKA-R1A act 12, PKA-R2B activ 14, V-ATPase pH -2, MOR-DOR ag -3.0, HTR5A ag ctr -2 and DSG3 Ab inh 97.
`CC(C)c1ccc(N(C(=O)CNC(=O)c2ccco2)C(C(=O)NC2CCCC2)c2cccnc2)cc1` (configuration not stated) gave Arr AP2 block -7, MOR-DOR inv ag 9, HTR5A inv ag 6, DAGLB inh 2, PKA-R1A act -2, PKA-R2B activ -6, V-ATPase pH -1, MOR-DOR ag -1.1 and HTR5A ag ctr -2.
For NC(=NC(=O)c1ccccc1)N1CCOCC1 the results were Arr AP2 block -47, MOR-DOR inv ag 5, HTR5A inv ag -7, DAGLB inh 0, PKA-R1A act 7, PKA-R2B activ 1, V-ATPase pH 2, MOR-DOR ag -0.9, HTR5A ag ctr 3 and DSG3 Ab inh 105.
`CCOCc1c(C(=O)Nc2ccc3nc(N4CCOCC4)sc3c2)oc2ccccc12` gave Arr AP2 block 17, MOR-DOR inv ag -8, HTR5A inv ag 12, DAGLB inh -1, PKA-R1A act -14, PKA-R2B activ 2, V-ATPase pH 0, MOR-DOR ag 1.8, HTR5A ag ctr -5 and DSG3 Ab inh 112.
COCCn1c(=NC(=O)CSC(C)=O)sc2cc(OC)ccc21 was read as Arr AP2 block -7, MOR-DOR inv ag 9, HTR5A inv ag -4, DAGLB inh -1, PKA-R1A act -7, PKA-R2B activ 4, V-ATPase pH -3, MOR-DOR ag -1.7, HTR5A ag ctr -1 and DSG3 Ab inh 78.
COc1ccc(S(=O)(=O)N(C)CC(=O)Nc2cccc(C(C)=O)c2)cc1C was read as Arr AP2 block 8, MOR-DOR inv ag 6, HTR5A inv ag -7, DAGLB inh 2, PKA-R1A act -4, PKA-R2B activ 3, V-ATPase pH 8, MOR-DOR ag -1.2, HTR5A ag ctr 2 and DSG3 Ab inh 104.
For O=C(NCc1ccccc1Br)c1ccc2c(c1)OCCO2 the results were Arr AP2 block 3, MOR-DOR inv ag 11, HTR5A inv ag -12, DAGLB inh -2, PKA-R1A act 4, PKA-R2B activ -1, V-ATPase pH 2, MOR-DOR ag -2.0, HTR5A ag ctr 2 and DSG3 Ab inh 114.
CCCCS(=O)(=O)N1CCCC(C(=O)N2CCOCC2)C1 (configuration not stated) was read as Arr AP2 block 12, MOR-DOR inv ag 11, HTR5A inv ag -21, DAGLB inh -2, PKA-R1A act -11, PKA-R2B activ 5, V-ATPase pH -1, MOR-DOR ag -2.2, HTR5A ag ctr -3 and DSG3 Ab inh 110.
`C=CCNC(=O)c1onc(CSc2ccccc2CC)c1C(=O)O` gave Arr AP2 block 4, MOR-DOR inv ag 7, HTR5A inv ag -15, DAGLB inh 8, PKA-R1A act -8, PKA-R2B activ 5, V-ATPase pH 1, MOR-DOR ag -1.5, HTR5A ag ctr 0 and DSG3 Ab inh 95.
Screening O=S(=O)(c1cccc(S(=O)(=O)N2CCC(n3nnc4ccccc43)CC2)c1)N1CCCCC1 returned Arr AP2 block 10, MOR-DOR inv ag -4, HTR5A inv ag -16, DAGLB inh -2, PKA-R1A act 3, PKA-R2B activ -4, V-ATPase pH 1, MOR-DOR ag 0.7 and HTR5A ag ctr 6.
`CCCn1c(C2CC(=O)N(c3ccc(C)cc3)C2)nc2ccccc21` (configuration not stated) gave Arr AP2 block 3, MOR-DOR inv ag 9, HTR5A inv ag 3, DAGLB inh 0, PKA-R1A act -10, PKA-R2B activ 0, V-ATPase pH 1, MOR-DOR ag -1.8, HTR5A ag ctr 1 and DSG3 Ab inh 95.
`O=C(NC1CC1)C1CCN(C(=O)c2ccc(Cl)cc2Cl)CC1` gave Arr AP2 block 13, MOR-DOR inv ag 12, HTR5A inv ag -33, DAGLB inh 1, PKA-R1A act 0, PKA-R2B activ 4, V-ATPase pH 1, MOR-DOR ag -1.7 and HTR5A ag ctr -4.
Nc1nnc2cc(F)ccc2n1 was read as DAGLB inh -3, PKA-R1A act -3, PKA-R2B activ -3, V-ATPase pH 0 and DSG3 Ab inh 103.
C/C(N)=C(/C#N)C(=O)COC(=O)Cc1coc2cc(C)ccc12 was read as Arr AP2 block -7, MOR-DOR inv ag 8, HTR5A inv ag -6, DAGLB inh -3, PKA-R1A act -10, PKA-R2B activ -16, V-ATPase pH -2, MOR-DOR ag -1.7, HTR5A ag ctr 2 and DSG3 Ab inh 118.
Screening COCn1cnc(-c2ccccc2)c1-c1ccccc1 returned Arr AP2 block 3, MOR-DOR inv ag 7, HTR5A inv ag -1, DAGLB inh -1, PKA-R1A act -10, PKA-R2B activ -4, V-ATPase pH 1, MOR-DOR ag -1.4, HTR5A ag ctr -5 and DSG3 Ab inh 114.
Screening Cc1c(C(=O)C(=O)N2c3ccc(F)cc3CCC2C)c2ccccc2n1C (configuration not stated) returned Arr AP2 block -4, MOR-DOR inv ag 13, HTR5A inv ag 2, DAGLB inh -4, PKA-R1A act -1, PKA-R2B activ -11, V-ATPase pH 2, MOR-DOR ag -2.6, HTR5A ag ctr -1 and DSG3 Ab inh 101.

Sorted by length of the SMILES (rising): some entries from above
Screening S=c1[nH]ncn1/N=C/c1ccco1 returned DAGLB inh -1, PKA-R1A act -5, PKA-R2B activ 0, V-ATPase pH -3 and DSG3 Ab inh 104.
`CCCn1c(C2CC(=O)N(c3ccc(C)cc3)C2)nc2ccccc21` (configuration not stated) gave Arr AP2 block 3, MOR-DOR inv ag 9, HTR5A inv ag 3, DAGLB inh 0, PKA-R1A act -10, PKA-R2B activ 0, V-ATPase pH 1, MOR-DOR ag -1.8, HTR5A ag ctr 1 and DSG3 Ab inh 95.
Screening Cc1c(C(=O)C(=O)N2c3ccc(F)cc3CCC2C)c2ccccc2n1C (configuration not stated) returned Arr AP2 block -4, MOR-DOR inv ag 13, HTR5A inv ag 2, DAGLB inh -4, PKA-R1A act -1, PKA-R2B activ -11, V-ATPase pH 2, MOR-DOR ag -2.6, HTR5A ag ctr -1 and DSG3 Ab inh 101.
`Cc1[nH]c(C)c(S(=O)(=O)Nc2ccccc2)c1C(=O)N1CCCC1` gave Arr AP2 block -3, MOR-DOR inv ag 17, HTR5A inv ag -2, DAGLB inh 1, PKA-R1A act -3, PKA-R2B activ -4, V-ATPase pH 0, MOR-DOR ag -3.2, HTR5A ag ctr 1 and DSG3 Ab inh 106.

High-throughput results deposited in PubChem BioAssay by several laboratories.
